Screening results: PubChem, National Center for Advancing Translational Sciences (NCATS)
p53ts 32C tox: cytotoxicity in p53ts cells at permissive temperature; Potency, µM (series often up to 46.1 µM), for the others: top-dose activity change, negative = cytotoxicity, usual class: cytotoxic; 130,000 tested, 0.93% active; H1299-p53A138V at 32C, ATP luminescence viability, 24 h; AID 924;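 further: 0% = DMSO and -100% = full killing by reference compound; nearly all actives have a fitted effect of over 55% in size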
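Viability by ATPlite luminescence after 24 h compound treatment (up to 46 uM) at the permissive 32C. Cells are H1299 carrying p53 A138V. Scale runs from DMSO basal to 100 uM tamoxifen as full kill; AC50 from Hill fits.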
Peg3 imprint: induces erasure of genomic imprints in mouse ES cells; Potency, µM (titrated, usually from 60.7 µM), without a hit: top-dose activity change, positive = activation, usual class: activators; AID 1948; mouse ES Peg3-LacZ reporter, beta-gal luminescence, 40 h; 110,000 tested, 0.02% active;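 further: 0% = negative control wells on the plate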
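Imprint erasure is scored as LacZ activity from the silenced maternal Peg3 allele in feeder-free female ES cells cultured 40 h with LIF. Luminescence is normalized to in-plate negative controls and fitted to the Hill equation.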
IkB sig inh: suppresses IkB signaling in ABC-DLBCL reporter cells | ABC-DLBCL IkBa-CBG/CBR dual luciferase ratio, 4 h; response scale: scaled: untreated 0%, proteasome inhibitor 100% | Potency, µM (doses to about 57.1 µM), for inactives: top-dose IkBa stabilization activation | 110,000 tested, 0.04% active | AID 445; active means well fitted curve in the direction sought with a large enough effect in the signal ratio, not every such curve was filed as active; inconclusive means small, poorly fitted or top-dose-only effect, or a change in a side signal; the % refers to the signal ratio;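 further: the direction sought is a rising ratio; 0% = basal untreated cells and 100% = reference inhibitor full response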
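Curves were fitted separately to fusion (green), unfused (red) and ratio luminescence, then classed by r2, magnitude and activity. Cells: OCI-Ly3, 4 h compound plus doxycycline at 37C; 10 uM MG-132 defined full response.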
p53ts 39C tox: cytotoxicity in p53ts cells at nonpermissive temperature | H1299-p53A138V viability at 39C, ATP luminescence, 24 h | Potency, µM (titrated, usually from 46.1 µM), without a hit: at the highest dose activity change, negative = cell killing, hits mostly cytotoxic | 130,000 tested, 1.5% active; further: nearly all actives have a fitted effect of over 55% in size
Active calls of the source: *; u = inconclusive; x = not tested or not shown; [ ] = dose if it differs, or a comment. Unless noted, the call rests on the fitted dose curve; in most records, active means well fitted curve in the direction sought with a large enough effect; inconclusive means small, poorly fitted or top-dose-only effect, or another doubt; inactive means no such curve, though single readings can be large; an effect the other way counts as inactive or inconclusive. Unless noted, on the % scale 0 is the no-effect control and ±100 the full control effect; potency means the concentration at half of the fitted maximal effect.

SMILES	p53ts 32C tox	Peg3 imprint	IkB sig inh	p53ts 39C tox
Cc1ccc(Cn2cc(C(=O)c3ccc4c(c3)OCO4)c(=O)c3cc(C)ccc32)cc1	3%	4%[10.9 µM]	u	0%
COc1ccc(N(Cc2cc3ccc(C)cc3[nH]c2=O)C(C)=O)cc1	-6%	-13%	0.2%	-7%
O=C(CCC1N=C2c3ccccc3N=C(SCc3ccc(Cl)cc3)N2C1=O)NCc1ccco1 (configuration not stated)	10%	-8%	-1.4%	-7%
O=C(N/N=C1/C[C@@H](O)[C@@H](O)[C@@H]2[C@H]3C(=O)N(c4ccc(F)cc4F)C(=O)[C@@H]3CC[C@H]12)OCc1ccccc1	-5%[9.22 µM]	x	x	1%[9.22 µM]
O=C(Nc1ccc2c(c1)OCO2)c1cnn2c1NC(c1ccco1)CC2C(F)(F)F (configuration not stated)	-3%	-6%	1.3%	-8%
Cc1cc(C(=O)COc2cccc3cccnc23)c(C)n1C	-29%	-15%	-0.7%	u
N#Cc1ccccc1Cn1c(=O)n(CCCC(=O)NCc2ccc3c(c2)OCO3)c(=O)c2ccccc21	-23%	-6%	0.4%	0%
Cc1ccc2cccc(NC(=O)c3ccc(Br)o3)c2n1	8%	-9%	-1.7%	-9%
CC(C)c1nnc(NC(=O)CSc2ncn[nH]2)s1	-3%	5%	0.1%	12%
COC(=O)C1=C(C)N(c2ccc(Cl)c(Cl)c2)C(=O)C1	-9%	-13%	u	-5%
C=CCOC(=O)C(C#N)c1nc2ccccc2nc1N1CCCC1 (configuration not stated)	4%	-3%	0.0%	4%
COc1cccc(NC(=O)CCCn2c(=O)c3cccn3c3cccnc32)c1	5%	-9%[10.9 µM]	-0.7%	-7%
CC(=O)N1CCCc2cc(S(=O)(=O)N3CCC(C(=O)Nc4cccc(Cl)c4C)CC3)ccc21	0%	-6%[10.9 µM]	u	-20%
CCOC(=O)Cc1csc(NC(=O)CS(=O)(=O)Cc2ccccc2)n1	3%	-10%	u	-4%
CCOC(=O)[C@H](CCc1ccccc1)N[C@@H](C)C(=O)N1[C@H](C(=O)O)C[C@H]2CCCC[C@@H]21	4%	2%	x	0%
COC(=O)c1ccc(NC(=O)C23CC4CC(C2)CC(n2cnc(Cl)n2)(C4)C3)cc1	4%	x	x	10%
CN(C)c1ccc(-c2cncnc2Nc2ccc(F)cc2)cc1	11%	u	u	1%
C=CCSc1nc2ccccc2c(=O)n1Cc1ccco1	2%[9.22 µM]	-9%[10.9 µM]	1.3%[11.4 µM]	22%[9.22 µM]
CN(C)c1ccc(C2(c3ccc(N(C)C)cc3)OC(=O)c3cc(N(C)C)ccc32)cc1	0%[1.84 µM]	-12%	1.1%	4%
COc1ccc(OC)c(NC(=O)Cc2c(C(=O)O)n(C)c3ccc(C)cc23)c1	9%	-4%[10.9 µM]	u	-9%
CC1CC(C)(C)Nc2ccc(OC(=O)c3ccco3)cc21 (configuration not stated)	16µM*	-54%[inhibitor]	u	10µM*
Cc1c2cnn(CC(=O)NCc3ccccc3)c(=O)c2c(C)n1Cc1cccc(Cl)c1	4%	-3%[10.9 µM]	0.1%	u
O=C(OC(C(=O)NCC1CCCO1)c1ccccn1)c1cccs1 (configuration not stated)	-6%	1%	-0.4%	-4%
Clc1ccc(CSc2nncn2-c2ccccn2)cc1	-7%	-11%	-2.2%	-11%
CCn1c(CC(=O)Nc2cccc(OC)c2)nnc1SCC(=O)N1CCN(c2ccccc2)CC1	0%	19%	u	-1%
CCCC1c2ccc(C)n2CCN1C(=O)Nc1ccc(F)cc1 (configuration not stated)	-4%	x	x	-10%
O=C(NCc1ccccn1)c1ccc(Br)s1	2%	-14%	2.7%	5%
Cc1ccc(N(C)S(=O)(=O)c2nnc(NC(=O)CC(C)C)s2)cc1	-1%	-9%[10.9 µM]	-0.3%	-19%
CCC/C=C(\CCC)C(NC(=O)c1cccs1)c1ccc(C(=O)OC)cc1 (configuration not stated)	14%	10%	x	8%
Cc1ccc(N(C)S(=O)(=O)c2ccc3c(c2)C(C)(C)C(=O)N3C)cc1C	1%	-8%[10.9 µM]	4.5%	-13%

One compound at a time, from the list above.
`CCC/C=C(\CCC)C(NC(=O)c1cccs1)c1ccc(C(=O)OC)cc1` (configuration not stated) is entered as p53ts 32C tox: 14%; Peg3 imprint: 10%; IkB sig inh: x; p53ts 39C tox: 8%
`Cc1ccc(N(C)S(=O)(=O)c2nnc(NC(=O)CC(C)C)s2)cc1` is entered as p53ts 32C tox: -1%; Peg3 imprint: -9%[10.9 µM]; IkB sig inh: -0.3%; p53ts 39C tox: -19%

Remaining list, next part.
SMILES	p53ts 32C tox	Peg3 imprint	IkB sig inh	p53ts 39C tox
CCOC(=O)C1CCCN(C(=O)Cn2ncc3c4ccccc4n(Cc4ccc(F)cc4)c3c2=O)C1 (configuration not stated)	17%	-14%[10.9 µM]	u	-19%
O=C1CCc2ccccc2O1	16%[1.84 µM]	1%	-0.5%	18%
O[C@@H]1C2CCCC1[C@]1(O)CCCCC1C2 (some centres not stated)	-3%	-12%	6.1%	-19%
O=S(=O)(Nc1cc(F)ccc1F)c1ccc2[nH]c3c(c2c1)CCCCC3	8%	-13%[10.9 µM]	-5.5%	-4%
O=C(C1CCN(c2nnc(-n3cccc3)s2)CC1)N1CCc2ccccc2C1	-10%	-14%	2.5%	7%
O=C(C1CC1)N1CCc2cc(S(=O)(=O)N3CCCc4ccccc43)ccc21	2%	-21%	-0.4%	-5%
Cc1ccc(Cl)cc1NC(=O)CSc1nc2c(c(=O)[nH]1)CN(Cc1ccccc1)CC2	4%	-13%[10.9 µM]	u	-3%
Cn1cc(CNC(=O)COc2ccc(Cl)cc2Cl)cn1	-11%	-1%	-1.6%	-3%
CCc1ccccc1-n1nnc(-c2nsc(NC(=O)c3ccc(C)c(C)c3)n2)c1C	28%	-5%[10.9 µM]	u	-22%
O=C(Nc1ccccc1[N+](=O)[O-])c1csnn1	-5%	3%[10.9 µM]	-1.2%	-9%
CC1O[C@@H](Oc2c(-c3ccc(O)c(O)c3)oc3cc(O)cc(O)c3c2=O)C(O)C(O)C1O (some centres not stated)	13%	7%	x	6%
Cn1nc(-c2ccc(OCC(=O)Nc3ccccc3)cc2)c2ccccc2c1=O	5%	-14%[10.9 µM]	u	-4%
CCC(c1nnnn1C1CCCC1)N(Cc1cccs1)Cc1cc2cc(C)ccc2[nH]c1=O (configuration not stated)	10%	-6%	u	-5%
CCOc1cc(/C=N/Nc2nc(N3CCCC3)nc(N3CCCC3)n2)ccc1O	-1%	x	x	-1%
Cc1cc(C)n(CCc2nc3c4ccccc4nc(N4CCN(c5cccc(C)c5C)CC4)n3n2)n1	4%	13%[10.9 µM]	u	-5%
CCOC(=O)c1c(C)c(-c2ccccc2)n(CC(=O)NC2CCCCCC2)c1C	0%	-8%[10.9 µM]	-0.3%	-23%
O=C(COc1ccc(N2CC(C(=O)O)CC2=O)cc1)Nc1cccc(C(F)(F)F)c1 (configuration not stated)	-6%	-8%	1.8%	11%
COc1ccc(-c2c3c(=O)n(C)c(=O)n(C)c3c3n2-c2ccccc2NC3c2ccc(O)cc2O)cc1 (configuration not stated)	3%	-9%[10.9 µM]	u	21%
Cc1cc2c(cc1NS(=O)(=O)c1ccc(Br)cc1)n(C)c(=O)c(=O)n2C	-3%	13%[10.9 µM]	1.1%	7%
CS(=O)(=O)c1cccc(-c2nnc(NC(=O)c3ccc4c(c3)OCCO4)o2)c1	5%	-8%[10.9 µM]	1.0%	2%
Fc1ccc([C@@H]2Nc3ccccc3[C@@H]3C=CC[C@@H]32)cc1	-6%	17%[10.9 µM]	u	-19%
O=C1CN(C(=O)COc2ccccc2)C(c2ccc(F)cc2)c2cc(Br)ccc2N1 (configuration not stated)	-5%	-2%[10.9 µM]	4.6%	-3%
O=C(O)COc1ccc(S(=O)(=O)c2ccc(OCC(=O)O)cc2)cc1	-2%	-4%	-0.2%	4%
Cc1cccc(NC(=O)c2c(O)c3cccc4c3n(c2=O)CCC4)n1	-1%	-2%	0.9%	6%
Clc1ccc(C2CC(c3cccs3)n3ncnc3N2)c(Cl)c1 (configuration not stated)	6%	11%	-2.8%	10%
COc1ccc(-n2c(SCC(=O)N3CCCCC3C)nnc2-c2cccnc2)cc1 (configuration not stated)	-2%	-8%	0.2%	-8%
Cn1c(Cn2c(=O)sc3ccccc32)nnc1SCC(=O)Nc1ccc(Cl)cc1	-2%	-7%	-0.1%	-6%
Cn1c(SCC(=O)N2CCOCC2)ncc(C(=O)Nc2ccccc2)c1=O	14%	-21%[10.9 µM]	u	1%
Cc1ccc(C)c(Nc2nn3c(=O)c4cc5c(cc4nc3s2)OCO5)c1	-17%	-5%[10.9 µM]	u	-5%
CC(C)CN1CCC2(CC1)CCN(C(=O)c1ccncc1)CC2	-8%	x	2.6%[11.4 µM]	-7%
CCOc1ccccc1C1CC(=O)NC(C)=C1C(=O)OCc1ccc(C)cc1 (configuration not stated)	3%	-2%[10.9 µM]	u	-20%
CCCN1C2CCCC1CC(NC(=O)Nc1ccc(C(C)C)cc1)C2 (configuration not stated)	8%	x	x	20%
CC(C)n1c(SCC(N)=O)nc2c1c(=O)n(C)c(=O)n2C	1%	0%	-0.5%	-8%
COc1ccccc1NS(=O)(=O)c1cc(C(=O)O)ccc1F	5%	x	x	5%
COC(=O)CNC(=O)[C@@]1(C)C=C[C@@H](Cc2ccccc2)N1C(=O)OC	20%	-17%	x	3%
CCn1c(SCC(=O)Nc2ccc3c(c2)c2ccccc2n3CC)nnc1-c1ccco1	0%	-10%	u	6%
COc1ccc(N2CCN(C(=O)c3cccc(N4C(=O)C5CC=CC(C)C5C4=O)c3)CC2)cc1 (configuration not stated)	20%	-14%	1.3%	7%
COc1cccc(C2CC(c3cccc(Br)c3)n3ncnc3N2)c1 (configuration not stated)	-2%	-14%	2.5%	0%
CC(C)=CC(=O)OCC(=O)Nc1ccccc1Cl	-3%	2%	0.7%	6%
O=C(O)CNS(=O)(=O)c1ccc(F)cc1	-8%	-16%	-1.1%	8%
CN1CCN(C(=O)c2ccc3c(c2)NC(=O)C(C)(C)O3)CC1	6%	2%	-0.3%	-11%
COc1ccc(OC)c(-n2cnc3cc(C(=O)NCCc4ccccc4)ccc32)c1	0%	-8%[10.9 µM]	-0.5%	10%
CCn1cc(C(=O)NCCCOC(C)C)c2cc(OC)c(OC)cc2c1=O	3%	-13%	1.4%	-9%
CNC(=O)c1[nH]cnc1C(=O)Nc1ccc(C)cc1	-4%	x	x	-2%
O=C(Cn1c(-c2cccs2)cc2cc(F)ccc21)NCCc1ccc(Cl)cc1	-3%	-7%[10.9 µM]	u	-5%
O=C(Cn1cnc2c(cnn2-c2ccc(Cl)cc2)c1=O)NCC1CCCO1 (configuration not stated)	-21%	14%	0.1%	-15%
COc1ccc2c(CNCc3ccco3)c(C(=O)O)n(Cc3ccccc3)c2c1	-3%	-8%[10.9 µM]	0.2%	-3%
Cc1cnc(CNc2ccnc(-c3cccc(C#N)c3)n2)cn1	14%	-8%	1.3%[11.4 µM]	-6%
CCOC(=O)c1c(NC(=O)COc2ccc(F)cc2)sc2c1CCC(C)C2 (configuration not stated)	-8%	-11%[10.9 µM]	u	8%
Cc1ccc2c(c1)c1nc3ccccc3nc1n2CCN1CCOCC1	1%	-5%	-1.4%	-2%
Cc1ccc(NC(=O)c2cc3c(=O)[nH]c4ccccc4c3n2C)cc1F	-11%	-5%[10.9 µM]	-3.5%	3%

Arranged by formula weight (largest number first): part of the list above.
SMILES	p53ts 32C tox	Peg3 imprint	IkB sig inh	p53ts 39C tox
CCOC(=O)c1c(NC(=O)COc2ccc(F)cc2)sc2c1CCC(C)C2 (configuration not stated)	-8%	-11%[10.9 µM]	u	8%
COc1ccc2c(CNCc3ccco3)c(C(=O)O)n(Cc3ccccc3)c2c1	-3%	-8%[10.9 µM]	0.2%	-3%
Cc1ccc2c(c1)c1nc3ccccc3nc1n2CCN1CCOCC1	1%	-5%	-1.4%	-2%
